BLM helicase inh = blocks DNA unwinding by human BLM helicase | hit rate 0.2% among 350,000 | recombinant BLM DNA unwinding, fluorescence dequenching | P54132 | Potency, µM (doses to about 56.1 µM), for the others: at the highest dose activity change, negative = inhibition, most hits filed as inhibitors;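 also: potency is read from the fitted curve at half-maximal effect; plate controls were vehicle for no effect and no enzyme for full effect; nearly all actives have a fitted effect of over 35% in size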
TRHR ag = activates the human TRH receptor | P34981 | TRHR cells, calcium flux fluo-8, FDSS agonist mode | activation, % at 2 µM | hit rate 0.18% among 360,000 | AID 493084; in the data active = activation above about 30%; also: 0% is about no effect
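Fluo-8-loaded TRHR cells; 10 s baseline, compound added, kinetic Ca2+ fluorescence read 1/s, agonist mode.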
Apoferritin bind = candidate novel general anesthetic via apoferritin binding | P02791 | apoferritin/1-aminoanthracene competitive binding, fluorescence | Potency, µM (highest dose often 77.5 µM), inactives show at the top dose activity change, negative = displacement, hits mostly inhibitors | hit rate 0.074% among 350,000; also: potency is read from the fitted curve at half-maximal effect; % is scaled to controls: 0 for no effect and ±100 for the full control effect; nearly all actives have a fitted effect of over 20% in size
Target sequence (P02791 2-175 limits assumed): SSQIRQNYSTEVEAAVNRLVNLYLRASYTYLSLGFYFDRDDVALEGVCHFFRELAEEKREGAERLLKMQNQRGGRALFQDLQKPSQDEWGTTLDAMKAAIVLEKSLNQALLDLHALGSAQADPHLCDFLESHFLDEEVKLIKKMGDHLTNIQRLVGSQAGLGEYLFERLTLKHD
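Steps: apoferritin (10 uM) was premixed with half-saturated 1-AMA in PBS, compounds were pin-transferred, plates stood 10 min at room temperature, fluorescence was read at 380/535 nm, and curves were fitted with a Hill equation.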
Pol iota inh = blocks human DNA polymerase iota activity | Pol iota fluorescent replication assay, 10 min | Potency, µM (highest dose often 115 µM), for inactives: top-dose activity, negative = inhibition, actives largely listed as inhibitors | hit rate 1% among 390,000 | AID 588590; also: potency is read from the fitted curve at half-maximal effect
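Fluorescent replication assay read twice, at 0 min and 10 min after adding 50 nM (final) substrate. Enzyme (10 nM) and compounds were first incubated 15 min at room temperature; enzyme-free buffer wells were negative controls.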
ALOX12 inh = ALOX12 (human) lipoxygenase inhibition. purified 12hLO, xylenol orange hydroperoxide absorbance. Potency, µM (titrated, usually from 108 µM), for the others: at the highest dose activity change, negative = inhibition, most hits filed as inhibitors. hit rate 1.1% among 580,000. AID 1671190; also: potency is read from the fitted curve at half-maximal effect; % is scaled to controls: 0 for no effect and ±100 for the full control effect
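Purified human 12hLO (150 nM final) in 25 mM Hepes, 0.01% Triton X-100, pH 7.0 was preincubated 15 min at room temperature with compound. Then 40 uM arachidonic acid was added, 30 min. Hydroperoxide was read by Fe-XO absorbance ratio 573/405 nm.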
Pol beta inh = inhibitors of human DNA polymerase beta. Pol beta primer extension/strand displacement, fluorescence kinetic. Potency, µM (highest dose often 114 µM), inactives show top-dose activity change, negative = inhibition, most hits filed as inhibitors. hit rate 1.3% among 340,000; also: potency is read from the fitted curve at half-maximal effect; % is scaled to controls: 0 for no effect and ±100 for the full control effect
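Pol beta (10 nM) was preincubated with compound for 15 min at room temperature. The reaction was then started with 50 nM substrate and read immediately and after a further 10 min at room temperature.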
ERG Ets-DNA blk = inhibitors of human ERG Ets domain-DNA interaction; P11308; fluorescence polarization, His-ERG Ets domain / labelled DNA; Potency, µM (highest dose often 76.9 µM), for inactives: at the top dose FP activity, negative = inhibition, usual class: inhibitors; hit rate 0.028% among 370,000; active = well fitted inhibition curve with a large enough effect in the polarisation, with a control signal flat; inconclusive = small, poorly fitted or top-dose-only effect, or effect the other way, or a change in a side signal; inactive = no such curve, though single readings can be large or run the other way; the % refers to the polarisation;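 also: polarization taken with two DNA probes labelled with fluorescein and Texas red; potency is read from the fitted curve at half-maximal effect; % of control where 0% means no effect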
Target sequence (P11308 whole entry, looked up, the tested form may be a part): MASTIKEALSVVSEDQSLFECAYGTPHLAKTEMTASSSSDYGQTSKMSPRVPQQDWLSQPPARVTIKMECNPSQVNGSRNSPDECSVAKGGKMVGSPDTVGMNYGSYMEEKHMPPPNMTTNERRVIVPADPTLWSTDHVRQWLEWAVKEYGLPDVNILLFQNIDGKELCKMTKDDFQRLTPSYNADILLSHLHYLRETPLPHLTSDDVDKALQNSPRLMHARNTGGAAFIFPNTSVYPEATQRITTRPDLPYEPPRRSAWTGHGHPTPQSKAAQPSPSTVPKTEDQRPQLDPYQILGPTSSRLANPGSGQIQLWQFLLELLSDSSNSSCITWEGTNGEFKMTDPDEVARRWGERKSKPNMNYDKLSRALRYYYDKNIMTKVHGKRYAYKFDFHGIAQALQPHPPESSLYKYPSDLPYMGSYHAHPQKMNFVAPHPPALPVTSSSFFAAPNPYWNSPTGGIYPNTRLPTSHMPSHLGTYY
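His-tagged ERG Ets domain (1 uM in the protein solution; 300mM KCl, 50mM Tris-HCl, 1mM EDTA, 1mM DTT, pH 7.5) received compound, then a probe mix of 5 nM fluorescein-DNA and 100nM Texas-615-DNA. Fluorescence polarization was read for both dyes.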
APEX1 inh = inhibitors of human APE1 endonuclease | hit rate 0.35% among 350,000 | P27695 | recombinant APE1, TAMRA/BHQ-2 abasic DNA cleavage fluorescence | Potency, µM (series often up to 65.8 µM), for inactives: top-dose activity change, negative = inhibition, actives largely listed as inhibitors;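 also: potency is read from the fitted curve at half-maximal effect; plate controls were vehicle for no effect and reference inhibitor for full effect; nearly all actives have a fitted effect of over 55% in size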
Target sequence (P27695 whole entry, looked up): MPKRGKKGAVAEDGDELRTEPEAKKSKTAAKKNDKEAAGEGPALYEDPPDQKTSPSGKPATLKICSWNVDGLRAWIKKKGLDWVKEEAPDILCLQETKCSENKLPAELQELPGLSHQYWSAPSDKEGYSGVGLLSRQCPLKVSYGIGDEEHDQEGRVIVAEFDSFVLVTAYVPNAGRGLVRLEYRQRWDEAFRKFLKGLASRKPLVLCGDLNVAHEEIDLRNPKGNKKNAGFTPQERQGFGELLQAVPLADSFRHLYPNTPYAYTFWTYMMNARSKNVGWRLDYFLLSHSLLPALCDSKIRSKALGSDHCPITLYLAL
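APE1 at 0.75 nM final was preincubated with compound 15 min at room temperature, then 50 nM double-stranded THF abasic-site substrate (5'-TAMRA/3'-BHQ-2) was added. Fluorescence (ex 525/em 598 nm) was read kinetically; third-minus-first read gave activity.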
POLK inh = DNA polymerase kappa (human) inhibition; purified Pol kappa, fluorescent DNA synthesis assay, 10 min; Potency, µM (top dose mostly 107 µM), for inactives: top-dose activity, negative = inhibition, most hits filed as inhibitors; hit rate 0.53% among 400,000; AID 588579; also: potency is read from the fitted curve at half-maximal effect; % is scaled to controls: 0 for no effect and ±100 for the full control effect
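Fluorescent qHTS in 1536-well format: enzyme (10 nM) and compound sat 15 min at room temperature before 50 nM substrate (final) was added. Signal taken at 0 and 10 min; no-enzyme buffer wells were negative controls.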
* hit, by the source's call; ? = inconclusive; / = not tested or not shown; & = joins results of further samples; [ ] = another dose, or the depositor's remark. Unless noted, calls follow the shape of the dose curve; as a rule, active = well fitted curve in the direction sought with a large enough effect; inconclusive = small, poorly fitted or top-dose-only effect, or another doubt; inactive = no such curve, though single readings can be large; an effect the other way counts as inactive or inconclusive. The list is partial (hit frequency here may not be typical).

SMILES	BLM helicase inh	TRHR ag	Apoferritin bind	Pol iota inh	ALOX12 inh	Pol beta inh	ERG Ets-DNA blk	APEX1 inh	POLK inh
O=C(c1ccc2c(c1)OCO2)C1CCCN(Cc2cccc(C(F)(F)F)c2)C1 (stereo not drawn)	-10%	0.4	?	38%[activator]	-3%	20%	9%	23%	-11%
COCC(C)NC(=O)c1ccccc1[N+](=O)[O-] (stereo not drawn)	-6%	0.3	-11%	12%	21%	21%	6%	-3%	-7%
NCCc1cnc[nH]1	?	0.4&0.8	1%&2%&-4%	55%[activator]	29%	-1%	-2%&5%	16%&3%&-5%&-8%&1%&-2%	-8%[60.1 µM]
COc1ccc(-n2cc3c(-c4cccc(Br)c4)nnc(C)c3n2)cc1	3%	-0.3	-10%	?	-13%	28%	?	3%	-11%
Cc1ccc(S(=O)(=O)NCC(=O)N(CC(=O)NC2CCCCC2)Cc2ccco2)cc1	-8%	0.1	0%	-4%	8%	-16%	3%	0%	-2%
COc1ccccc1NC(=O)CSc1nnc(C)n1Cc1ccccc1	2%	-0.2	-11%	16%	-6%[57.4 µM]	11%	/	1%	0%
O=C(NNC(=S)NCc1ccc(Cl)cc1)c1ccc2c(c1)OCO2	-2%	0.6	-8%	15%	-11%	6%	5%	0%	-6%
Cc1cc(C)cc(C(=O)Nc2cccnc2Cl)c1	2%	-1.1	-14%	8%	0%	71%[activator]	-4%	-2%	-11%
COC(=O)C(NC(C)=O)(Nc1ccc(Br)cc1)C(=O)OC	-3%	-1.3	-11%	7%	19%	19%	/	1%	-3%
COc1ccc(-c2coc3cc4oc(=O)c5ccccc5c4cc23)cc1F	-4%	0.3	-8%	16%	-10%	-10%	0%	5%	-13%
O=S(=O)(Nc1cccc(CO)c1)c1cccs1	-7%	0.6	-18%	24%	-8%	-2%	1%	-3%	-5%
O=C(NCc1ccc(Cl)cc1)C(=O)NCC(c1ccco1)N1CCOCC1 (stereo not drawn)	2%	-0.3	-15%	-3%	-13%	25%	7%	1%	2%
CC(=O)Nc1nc(-c2ccccc2)nc(C)c1C(C)=O	-1%	0.5	0%	12%	9%	-15%	-1%	19%	-5%
Cc1cccc(NC(=O)CNC(=O)COc2ccc(C(=O)c3ccc(F)cc3)cc2)c1C	-4%	-0.3	0%	2%	-15%	0%	0%	10%	-13%
Cc1ccc(C(=O)NCc2ccc3c(c2)CCO3)cc1C	-5%	-0.2	-14%	3%	?	-1%	-5%	-1%	-9%
CCOC(=O)c1c(C)n(C)c2ccc(OC)c(NC(=O)c3cccs3)c12	-7%	-0.7	-11%	40%[activator]	-7%	17%	2%	5%	5%
CCOC(=O)C1CCN(C(=O)CN2C(=O)C(C(C)C)Oc3ccccc32)CC1 (stereo not drawn)	1%	0.5	4%	125%[activator]	14%	22%	-11%	-5%[12.4 µM]	-21%
CCN1C(=O)[C@H]2[C@@H](c3ccc(C)cc3)N3C(=O)N(c4cccc(Br)c4)C(=O)[C@@]3(C)[C@H]2C1=O	/	/	/	2%	-1%	/	-4%	/	-12%
COc1ccc(C(=O)O/N=C(\N)Cc2cccs2)cc1OC	-6%	3.0	-3%	-5%	13%	5%	10%	5%	11%
COc1ccc(C(=O)NCCn2cc(SC(C)c3ccccc3)c3ccccc32)cc1OC (stereo not drawn)	-12%	2.9	11%	-10%	0%	-11%	3%	/	-5%
COc1ccc(N=C2C(=Nc3ccc(OC)cc3)N(c3ccccc3)C(=S)N2C(=O)c2ccc(Cl)cc2)cc1	-3%	0.1	-4%	2%	-28%	80%	-14%	?	2%
COCc1[nH]nc2c1C1(C(=O)Nc3ccc(F)cc31)C(C#N)=C(N)O2 (stereo not drawn)	1%	0.8	-5%	12%	3%&0%	20%	4%	3%	5%
CCOC(=O)c1ccc(NS(=O)(=O)c2cccc3nsnc23)cc1	-4%	-0.4	2%	18%	0%	-6%	1%	-3%	-9%
COc1ccc(-c2cc(=O)c3c(O)cc(O)cc3o2)cc1O	1%	/	-9%	/	-20%[57.4 µM]	/	/	?	1%[60.1 µM]
CN(CC(=O)NC(=O)NCc1ccccc1)CC(=O)Nc1ccc(Cl)c(Cl)c1	/	0.6	/	22%	186%[activator]	/	5%	7%	8%
O=C(CCc1ccccc1)NCCc1ccc(F)cc1	-4%	-1.1	-8%	4%	?	11%	0%	35%	12%
O=C(Cn1cnc2ccccc2c1=O)N(Cc1ccco1)c1ccc(O)cc1	0%	0.0	-11%	9%	-1%	14%	1%	0%	-2%
Cc1ccccc1-n1ncc2c1CC(C)(C)CC2NC(=O)C1CCC1 (stereo not drawn)	0%	-0.2	-5%	30%	-21%	22%	8%	15%	0%
O=C(NC1CCCc2ccccc21)c1ccccn1 (stereo not drawn)	-2%	-1.3	9%	2%	-19%	40%	10%	4%	3%
CCn1cc(Cl)c(C(=O)Nc2ccccc2C(N)=O)n1	-3%	0.2	-2%	1%	-5%	13%	-9%	-1%	-2%
COc1ccc(N2CCN(CCNC(=O)Nc3cc(Cl)ccc3OC)CC2)cc1	-1%	-1.6	1%	35%	?	2%	7%	-17%	9%
CCCCCCCNC(=O)CN1C(=O)CSc2ccc(S(=O)(=O)N3CCOCC3)cc21	-7%	-0.6	-14%	42%[activator]	-7%	17%	-2%	7%	-12%
CCS(=O)(=O)N1CCN=C1SCc1cccnc1	2%	0.6	-8%	18%	-4%	29%	-2%	-7%	-4%
COc1ccccc1-c1nnc(NC(=O)C(C)C)s1	-2%	0.0	-5%	8%	0%	38%	-5%	-2%	-1%
Cc1c(Cc2ccccc2)c(NCCN(C)C)n2c(nc3ccccc32)c1C#N	-6%	-0.2	1%	56%[activator]	?	16%	-7%	-3%	-6%
CCOC(=O)[C@@H]1[C@H]2COc3ccc(Br)cc3[C@@H]2N2C(=O)N(c3ccc(Cl)cc3)C(=O)[C@@]12C	/	/	/	-7%	5%	/	2%	-4%	-9%
CC1CCCC(NC(=O)NC(=O)CCl)C1C (stereo not drawn)	-1%	-0.1	?	-25%	-6%	15%	-1%	-1%	-2%
COc1cc(NC(=S)N2CCCC(CO)C2)c(OC)cc1Cl (stereo not drawn)	4%	-0.3	0%	-29%	-4%	-2%	0%	-6%	-32%
COc1ccc(NC(=O)CN2C(=O)C(c3ccc(C(C)(C)C)cc3)=NC2(C)C)cc1Cl	0%	0.8	-14%	48%[activator]	-3%	-1%	2%	/	6%
Cc1oc(C)c(S(=O)(=O)NCc2cccs2)c1C(=O)O	-2%	0.9	-9%	?	252%[activator]	38%[activator]	-10%	0%	-11%
CSc1ncc(Cl)c(C(=O)Nc2cccc(Cl)c2)n1	-15%	-1.6	8%	-4%	123%[activator]	10%	4%	4%	11%
Cc1cccc(-c2nc(Nc3ccc(O)cc3)c3ccccc3n2)c1	-14%	-0.7	-10%	10%	?	-13%	-4%	-13%	-15%
O=[N+]([O-])c1cc([N+](=O)[O-])c(Oc2cncc(Cl)c2)cc1NN1CCCCC1	-1%	-0.6	-5%	15%	75%	-27%	6%	6%	-11%
COc1ccccc1[C@H]1C(c2ccc(F)cc2)=NN(c2ccccc2)[C@@H]1CO	-14%[75.6 µM]	/	136%[activator][110 µM]	3%	?	/	10%	7%&1%	?
CCOC(=O)c1cc(-c2ccc(OC)cc2)nn1-c1ccc(C(=O)O)cc1	-9%	-0.2	-4%	-20%	12%	3%	9%	-3%	-7%
COc1ccc(/C=N/NC(=O)c2ccccc2)cc1OS(=O)(=O)c1ccccc1	-4%	0.1	-11%	4%	4%	10%	-23%	17%	-10%
CCN(CC)CCNc1ccc(Cl)cc1[N+](=O)[O-]	/	/	/	?	0%	/	4%	/	-2%
COc1ccc(OC)c(/C=N/NC(=O)CCc2c(C)n[nH]c2C)c1	1%	-0.4	68%[activator]	5%	13%	-2%	-1%	-1%	19%
Cc1ccc(C)c(S(=O)(=O)N/N=C/c2ccc(C(=O)O)cc2)c1	2%	0.0	-2%	274%[activator]	-4%	14%	-5%	16%	-14%
CC(C)NCCCCOc1ccccc1-c1ccccc1	-5%	1.4	-1%	/	/	9%	/	3%	/
CCOC(=O)COc1c(-c2ccc(OC)cc2)oc2ccccc2c1=O	0%	0.1	-15%	9%	0%	-18%	6%	-11%	-5%
CCC(=O)NCCC1CCc2ccc3c(c21)CCO3 (stereo not drawn)	-12%	/	-1%	/	/	/	/	-5%	-9%[60.1 µM]
COC(=O)C1=C(CSc2nnnn2C)NC(=O)NC1c1cc(C)ccc1C (stereo not drawn)	-1%	0.0	-11%	-7%	20%	4%	-4%	4%	-7%
O=C(O)COc1ccc(Nc2ccccc2)cc1	-1%	1.0	-6%	48%[activator]	-12%	15%	-8%	21%	3%
CCOc1cccc2sc(NC(=O)c3ccc(S(=O)(=O)N4CCc5ccccc54)cc3)nc12	-1%	0.4	-8%	-23%	-22%	-3%	2%	/	-7%[60.1 µM]
S=c1[nH]nc(Cn2nnc3ccccc32)n1-c1ccc(Cl)cc1	2%	-0.9	-3%	-10%	-1%	-1%	5%	2%	-11%

Three compounds out of the list above, ordered by the number in Pol iota inh, smallest number first.
SMILES	BLM helicase inh	TRHR ag	Apoferritin bind	Pol iota inh	ALOX12 inh	Pol beta inh	ERG Ets-DNA blk	APEX1 inh	POLK inh
CSc1ncc(Cl)c(C(=O)Nc2cccc(Cl)c2)n1	-15%	-1.6	8%	-4%	123%[activator]	10%	4%	4%	11%
COc1ccc(/C=N/NC(=O)c2ccccc2)cc1OS(=O)(=O)c1ccccc1	-4%	0.1	-11%	4%	4%	10%	-23%	17%	-10%
Cc1cccc(-c2nc(Nc3ccc(O)cc3)c3ccccc3n2)c1	-14%	-0.7	-10%	10%	?	-13%	-4%	-13%	-15%

High-throughput results from PubChem.
